GALK inh – GALK (human) enzyme inhibition. AID 1347072. Potency, µM (series often up to 57.5 µM), inactives show top-dose activity, negative = inhibition, usual class: inhibitors. P51570. 44,000 tested, under 10 active. recombinant GALK, Kinase-Glo ATP luminescence, 1 h;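 note: plate controls were full GALK reaction for no effect and reaction lacking GALK for full effect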
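5 nM GALK; 35 uM ATP; 100 uM D-galactose; 20 mM HEPES pH 8.0, 5 mM MgCl2, 60 mM NaCl, 1 mM DTT, 0.01% BSA; 1 h RT; Kinase-Glo Plus luminescence.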
NTMT1 inhibitor – blocks human N-terminal methyltransferase 1 activity. Q9BV86. NTMT1 MTase-Glo SAH luminescence, purified enzyme. Potency, µM (highest dose often 114 µM), inactives show top-dose activity change, negative = inhibition, hits mostly inhibitors. hit rate 2.5% among 59,000. AID 1645870;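 note: potency is the fitted concentration of half-maximal effect; plate controls were DMSO vehicle for no effect and no enzyme for full effect; nearly all actives have a fitted effect of over 65% in size; many of its hits are not listed in these tables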
Target sequence (Q9BV86 whole entry, looked up): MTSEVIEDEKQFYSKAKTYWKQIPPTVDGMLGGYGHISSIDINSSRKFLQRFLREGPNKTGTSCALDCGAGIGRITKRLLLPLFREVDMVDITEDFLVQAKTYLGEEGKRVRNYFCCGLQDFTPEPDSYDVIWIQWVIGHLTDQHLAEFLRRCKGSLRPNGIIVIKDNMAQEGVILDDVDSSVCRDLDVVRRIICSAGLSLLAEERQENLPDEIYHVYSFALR
FH mod – Identification of activators of human fumarate hydratase by quantitative high-throughput screening; Fumarate hydratase, mitochondrial (Homo sapiens), P07954; FH coupled MDH/diaphorase resazurin fluorescence, 15 min; Potency, µM (series often up to 79.9 µM), for the others: at the highest dose activity change, negative = inhibition, most hits filed as inhibitors; hit rate 0.22% among 54,000; note: potency is the fitted concentration of half-maximal effect; % is set by controls: 0 for no effect and ±100 for the full control effect; the screen sought activators but most active calls are inhibition curves; nearly all actives have a fitted effect of over 45% in size
TSG101-PTAP inh – TSG101-PTAP interaction inhibition, HIV-1 budding. Q99816. 44,000 tested, under 10 active. Potency, µM (titrated, usually from 115 µM), without a hit: at the top dose activity change, negative = inhibition, hits mostly inhibitors. AID 1347069. Fluorescence polarization, FITC-PTAP peptide/Tsg101, 20 min; note: potency is the fitted concentration of half-maximal effect; 0% is about no effect
Target sequence (Q99816 whole entry, looked up): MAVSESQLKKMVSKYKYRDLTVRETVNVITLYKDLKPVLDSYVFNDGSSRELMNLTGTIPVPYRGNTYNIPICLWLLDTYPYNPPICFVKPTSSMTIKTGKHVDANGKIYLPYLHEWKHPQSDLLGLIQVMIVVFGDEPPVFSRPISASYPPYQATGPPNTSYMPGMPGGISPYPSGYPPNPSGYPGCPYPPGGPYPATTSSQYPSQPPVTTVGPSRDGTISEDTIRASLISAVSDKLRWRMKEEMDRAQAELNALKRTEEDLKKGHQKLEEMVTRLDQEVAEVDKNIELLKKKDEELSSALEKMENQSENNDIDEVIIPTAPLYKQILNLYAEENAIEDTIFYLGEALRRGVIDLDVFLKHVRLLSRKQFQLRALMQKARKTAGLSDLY
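qHTS FP binding, 20 min r.t.: 10 uM Tsg101 domain + 50 nM FITC-PTAP peptide, pH 7.5 HEPES buffer with TCEP and EDTA.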
B2AR arrestin ag – agonists recruiting beta-arrestin to human beta2-adrenergic receptor. P07550. HTLA Tango cells, beta-arrestin recruitment, luciferase luminescence, 18 h. Potency, µM (doses to about 46.1 µM), for the others: top-dose activation, usual class: activators. 44,000 tested, under 10 active;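 note: potency is the fitted concentration of half-maximal effect; 0% = DMSO and full agonism = EC100 isoproterenol or metaproterenol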
Target sequence (P07550 whole entry, looked up): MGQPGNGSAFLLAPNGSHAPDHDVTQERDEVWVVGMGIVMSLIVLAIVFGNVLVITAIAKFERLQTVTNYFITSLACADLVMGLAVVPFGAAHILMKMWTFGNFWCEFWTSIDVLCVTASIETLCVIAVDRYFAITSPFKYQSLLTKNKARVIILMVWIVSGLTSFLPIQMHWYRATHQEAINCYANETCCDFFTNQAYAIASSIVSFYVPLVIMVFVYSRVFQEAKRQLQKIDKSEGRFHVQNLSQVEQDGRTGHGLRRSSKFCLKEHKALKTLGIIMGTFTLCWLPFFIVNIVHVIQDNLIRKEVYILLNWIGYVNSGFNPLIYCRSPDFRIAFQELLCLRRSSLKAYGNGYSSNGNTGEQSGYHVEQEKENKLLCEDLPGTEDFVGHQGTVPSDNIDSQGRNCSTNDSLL
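Tango cell line, 1% FBS DMEM; cpd titration up to 46 microM; 18 hr, 37 degrees C, 5% CO2. Luciferin/ATP substrate mix added, 15 min RT, luminescence. %Activity, CRC fitting, curve-class categorization.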
p53null 32C kill – p53 null cell cytotoxicity, permissive temperature | Potency, µM (doses to about 46.1 µM), without a hit: at the highest dose activity change, negative = cytotoxicity, actives largely listed as cytotoxic | hit rate 0.62% among 55,000 | H1299-neo p53 null cells, ATP luminescence, 24 h, 32C | AID 903;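 note: potency is the fitted concentration of half-maximal effect; 0% = DMSO only and -100% = full killing by 100 µM tamoxifen; nearly all actives have a fitted effect of over 55% in size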
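Overnight 37C seeding (600 cells/well) of H1299-neo preceded a 24 hr, 32C exposure to compounds up to 46 uM. ATP levels, read by luminescence after 20 min at RT, indicated surviving cells.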
p53null 39C kill – p53 null cell cytotoxicity, nonpermissive temperature | H1299 p53-null (neo) cells, 39C, ATPlite viability, 24 h | Potency, µM (doses to about 46.1 µM), for the others: at the top dose activity, negative = cell killing, hits mostly cytotoxic | hit rate 0.97% among 55,000;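 note: potency is the fitted concentration of half-maximal effect; 0% = DMSO only and -100% = full killing by 100 µM tamoxifen; nearly all actives have a fitted effect of over 50% in size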
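Luminescent ATP signal reported cell survival after H1299 lines (neo, p53 null; or p53 A138V) received up to 46 uM compound and 24 hr incubation at 39C.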
Numbers without * were called inactive; ? = inconclusive; nt = no result given; [ ] = another dose, or the depositor's remark. Calls come from the whole dose curve; as a rule, active = well fitted curve in the direction sought with a large enough effect; inconclusive = small, poorly fitted or top-dose-only effect, or another doubt; inactive = no such curve, though single readings can be large; an effect the other way counts as inactive or inconclusive. An excerpt; rates above refer to the full screens.

| SMILES | p53null 32C kill | GALK inh | FH mod | B2AR arrestin ag | p53null 39C kill | TSG101-PTAP inh | NTMT1 inhibitor |
| --- | --- | --- | --- | --- | --- | --- | --- |
| Cc1ccc(-c2noc(-c3ccc(N4CCCC4)c([N+](=O)[O-])c3)n2)cc1 | 1.3% | 2.1% | -1.4% | -0.8% | 14.1% | 1.2% | 5.4% |
| CCN(CCCNC(=O)c1nn(-c2ccc(OC)cc2)c(=O)c2c1c1ccccc1n2C)c1ccccc1 | 7.1% | 8.1% | -6.7% | 0.7% | -14.1% | -6.4% | 6.3% |
| COc1cc2c(cc1OC)C(COc1ccccc1OC)N(C(=O)CC(C)C)CC2 (configuration not stated) | 6.5% | -0.9% | -6.9% | -0.1% | 11.8% | -0.1% | 8.7% |
| O=C(Cn1ncn2nc(-c3cccs3)cc2c1=O)NCc1ccccc1Cl | -5.1% | -0.9% | 4.8% | -1.5% | -0.4% | -7.5% | 3.8% |
| CCOc1ccc(NC(=O)c2ccc3nc(Cc4ccccc4)oc3c2)cc1 | -5.8% | -0.3% | -3.7% | 0.8% | -25.9% | 2.3% | 3.5% |
| O=C(Cn1c(=O)n(-c2ccccc2)c(=O)c2c3c(sc21)CCC3)c1ccc(Br)cc1 | 1.2% | 4.2% | -9.9% | 0.2% | 12.9% | -0.6% | -0.2% |
| Cc1cccn2c(=O)c3cc(C(=O)NCC(C)C)sc3nc12 | 6.3% | -1.2% | -13.3% | -2.4% | -12.1% | -7.6% | -19.4% |
| CCOC(=O)c1scc(-c2ccccc2)c1S(=O)(=O)N1CCN(c2ccc(Cl)cc2)CC1 | 8.4% | 5.5% | -14.2% | -1.2% | 1.0% | 1.4% | ? |
| COc1ccccc1CN1COc2ccc3c(C)cc(=O)oc3c2C1 | 2.3% | 3.4% | 5.2% | -0.2% | 2.6% | -0.1% | 7.8% |
| CC(NC(=O)c1ccc(F)cc1)c1nc2ccccc2[nH]1 (configuration not stated) | 8.7% | 0.0% | 0.7% | 0.2% | -4.6% | 0.2% | 1.6% |
| Cc1ccc2oc(=O)c(S(=O)(=O)c3ccc(F)cc3)cc2c1 | -4.6% | 9.5% | -2.6% | -0.4% | 12.6% | -0.1% | 0.0% |
| OC(c1ccccc1)c1nc2ccccc2n1Cc1c(F)cccc1Cl (configuration not stated) | 22.6% | -1.1% | -18.0% | -0.5% | -3.0% | -0.8% | 9.0% |
| Cc1cccc(CSc2nc3c(sc4ccccc43)c(=O)n2CCC(=O)NC(C)C)c1 | -1.6% | 8.4% | -16.4% | -2.0% | ? | 0.2% | -15.4% |
| COc1ccccc1NC(=O)Cn1c(SCC(=O)N(C)c2ccccc2)nc2ccccc21 | 11.0% | 0.9% | -14.2% | 5.6% | -6.8% | -1.4% | 3.5% |
| O=C(c1ccc(CSc2nc3ccncc3n2Cc2cccc(F)c2)cc1)N1CCCCCC1 | -6.8% | -3.8% | -3.4% | -2.2% | -19.1% | 6.7% | 29.5% |
| COc1cc(OC)c(NC(=O)Cn2c(=O)c(C(F)(F)F)nc3ccccc32)cc1Cl | 3.4% | -2.5% | 0.9% | -0.5% | -3.4% | 2.6% | 14.1% |
| Cc1nc2c(c(C)c1CCC(=O)NCc1ccccc1)c(=O)n(C)c(=O)n2C | -3.1% | 1.2% | -10.1% | 0.8% | 3.4% | -0.5% | -5.7% |
| COc1ccc(NC(=O)CCCN2C(=O)CCn3nc(-c4cn(C)c5ccccc45)cc32)cc1 | 13.2% | 5.0% | -9.5% | 0.7% | 2.4% | 0.5% | 9.4% |
| CCCC(=O)N1CCN(c2nc3ccc(F)cc3s2)CC1 | ? | -1.3% | -2.1% | -2.4% | ? | -9.6% | -23.9% |
| COc1ccc(CCN2C(=O)CN(C3CCCCCC3)C(=O)C2c2ccc(OC(C)C)c(OC)c2)cc1OC (configuration not stated) | -7.3% | 1.4% | nt | -1.3% | -11.7% | -2.8% | nt |
| Cc1ccc2oc(=O)c(-c3nc(-c4cccs4)no3)cc2c1 | 5.1% | 6.9% | 10.1% | -0.4% | -10.2% | 0.8% | -8.4% |
| CCOc1ccc(CCNC(=O)c2ccc3c(Cl)c4c(nc3c2)CCCC4)cc1 | 2.5% | -1.7% | ? | -2.0% | -11.4% | -1.2% | -8.3% |
| Cc1cc(Cl)ccc1OCc1cc(=O)n2c3c(sc2n1)CCCC3 | -6.5% | -1.4% | -7.7% | 0.6% | -4.1% | 1.8% | -0.7% |
| CCOC(=O)c1sc2cccc(F)c2c1S(=O)(=O)N1CCN(c2cccc(Cl)c2)CC1 | 2.5% | -0.2% | -13.2% | 1.6% | -1.2% | -3.8% | 6.3% |
| CCc1ccc(OCCCn2c(-c3ccc(Cl)cc3)nc3ccccc3c2=O)cc1 | -8.5% | -0.8% | 5.1% | 0.6% | 3.8% | 5.1% | 1.8% |
| COc1cc2nc(NCC(C)c3ccccc3)n3nc(-c4ccccc4)nc3c2cc1OC (configuration not stated) | -0.1% | 4.3% | ? | 0.1% | -2.5% | 1.7% | 5.7% |
| CCOc1ccc(C(=O)Nc2ccc3oc(-c4ccc(C)cc4C)nc3c2)cc1Br | 2.3% | -0.2% | -9.3% | 0.5% | 2.6% | 6.0% | 7.0% |
| COc1ccc(NC(=O)CC2Nc3ccccc3NC2=O)cc1 (configuration not stated) | -4.2% | 2.2% | 0.4% | 0.4% | 16.7% | -4.9% | 10.4% |
| Cc1c(C)n(C)c2ccc(C(=O)NCc3cccc(F)c3)cc12 | -4.4% | 0.5% | -8.2% | 1.2% | -12.7% | 0.9% | 7.1% |
| COc1ccc(NC(=O)CSC2=Nc3ccccc3C3=NC(CC(=O)NCCc4ccccc4)C(=O)N23)cc1 (configuration not stated) | 2.7% | -0.8% | -29.3% | -1.2% | -11.8% | 3.6% | -5.3% |
| CCn1c(SCC(=O)Nc2cc(Cl)ccc2OC)nc2c([nH]c3ccccc32)c1=O | -7.7% | 1.5% | -5.2% | 0.5% | -5.7% | -0.4% | 0.6% |
| CCOC(=O)c1cnc2ccc(OC)cc2c1NCCc1ccc(OC)c(OC)c1 | 3.3% | -0.5% | -28.2% | -1.5% | 7.5% | -5.4% | ? |
| CNC(=O)C1CCC(Cn2c(=O)c3sccc3n(CC(=O)NCc3ccccc3)c2=O)CC1 (configuration not stated) | 7.4% | -0.7% | -11.7% | 1.0% | -5.3% | -0.1% | 6.9% |
| CCOC(=O)c1scc(-c2ccc(C)cc2)c1S(=O)(=O)Nc1cc(OC)ccc1OC | 10.7% | 0.6% | -23.1% | 0.4% | 3.5% | 0.4% | -0.5% |
| CCOCCCn1c(SCC(=O)Nc2ccc(C(C)C)cc2)nc2c(sc3ccccc32)c1=O | -1.9% | -0.2% | -0.4% | -1.0% | 3.5% | 4.0% | 12.3% |
| CN1CCN(C(=O)Cn2ncc3c4ccccc4n(Cc4ccc(Cl)cc4)c3c2=O)CC1 | 0.6% | -3.1% | -1.0% | -0.5% | -9.5% | 26.5% | 2.1% |
| Cc1ccc(OCC(=O)Nc2ccc(-c3nc4ccc(C)cc4o3)cc2)cc1 | 7.5% | 0.0% | 5.0% | 0.8% | 4.9% | -2.8% | 16.9% |
| CCOC(=O)c1c(NC(C)=O)c2c3c(sc2n1Cc1nc(-c2ccccc2OCC)oc1C)CCCC3 | -3.0% | 4.3% | -5.2% | -0.3% | 8.6% | -2.0% | -5.3% |
| COc1ccc(NC(=O)Cn2c(=O)n(CCCC(=O)NCCc3ccc(C)cc3)c(=O)c3ccccc32)cc1Cl | 0.4% | 5.4% | -3.9% | 0.3% | -0.9% | 1.6% | 0.4% |
| COc1ccc(Cn2ccnc2SCC(=O)Nc2cc(C(F)(F)F)ccc2Cl)cc1 | 12.3% | -2.3% | -26.1% | 0.5% | 15.5% | 5.1% | 3.0% |
| CCN(CC)c1ccc(NS(=O)(=O)c2ccc(-c3cnc(C4CC4)o3)cc2)c(C)c1 | ? | 2.7% | ? | 0.6% | 47.8%[activator] | -11.1% | -12.4% |
| COC(=O)CCN(C(=O)c1c(C)oc2ncnc(N3CCOCC3)c12)c1ccccc1 | -0.9% | 2.3% | -15.6% | 0.6% | -9.1% | 0.5% | 7.3% |
| COc1ccc(-n2c(CC3C(=O)N(C)c4ccc(C)cc43)nc3ccccc3c2=O)cc1 (configuration not stated) | 13.3% | 3.9% | -18.1% | -2.0% | -11.2% | -1.5% | 19.8% |
| Cc1noc(C)c1S(=O)(=O)N(CC(=O)NCCc1ccc(Cl)cc1)c1ccc(C(C)C)cc1 | 5.1% | -1.3% | -19.3% | 0.8% | -11.5% | -7.9% | 0.7% |
| CCCc1nnc(NC(=O)c2cc(=O)c3ccccc3o2)s1 | -19.4% | 3.1% | -3.2% | -0.7% | -26.8% | -1.5% | 1.5% |
| COc1ccc2c(c1)c1c(c(=O)n(Cc3ccccc3)c(=O)n1CC(=O)Nc1ccc(C)cc1C)n2C | -7.4% | -2.1% | 1.7% | -0.2% | -5.7% | 0.5% | -8.6% |
| COc1ccc(OC)c(-c2noc(N3CCN(c4ccc(Cl)cc4)CC3)n2)c1 | -7.7% | -10.2% | -16.9% | -1.1% | -9.6% | 6.1% | -3.0% |
| CCOC(=O)C1=C(CN2CCN(c3ccccc3OC)CC2)NC(=O)NC1c1ccccc1 (configuration not stated) | 1.4% | 0.0% | -16.5% | 1.0% | -2.1% | -0.1% | -5.0% |
| Cc1cc(F)ccc1NC(=O)C(C(C)C)N1Cc2ccccc2C1=O (configuration not stated) | -8.7% | 0.1% | 5.4% | 0.4% | -5.5% | 1.6% | -26.1% |
| O=C(COc1ccc(Br)cc1)Nc1cccc2cccnc12 | 5.2% | ? | 0.7% | 0.8% | -16.8% | 0.2% | ? |
| COc1ccc(OCc2ccc(-c3nc(C#N)c(NCc4ccc(F)cc4)o3)o2)cc1 | -2.5% | -1.3% | ? | -3.8% | -8.6% | 4.3% | 4.0% |
| COc1cccc(-c2nn(C)c3sc(C(=O)NCc4cc(OC)ccc4OC)cc23)c1 | 6.9% | 9.0% | -26.9% | 0.4% | 8.8% | 0.5% | 17.9% |
| Cc1ccc(S(=O)(=O)Nc2cc3c(C(=O)OCc4ccccc4)c(C)oc3c3ccccc23)c(C)c1 | 1.2% | -0.6% | nt | 0.9% | 19.9% | 2.4% | nt |

Four neighbouring entries already listed, for reference:
| SMILES | p53null 32C kill | GALK inh | FH mod | B2AR arrestin ag | p53null 39C kill | TSG101-PTAP inh | NTMT1 inhibitor |
| --- | --- | --- | --- | --- | --- | --- | --- |
| O=C(COc1ccc(Br)cc1)Nc1cccc2cccnc12 | 5.2% | ? | 0.7% | 0.8% | -16.8% | 0.2% | ? |
| COc1ccc(OCc2ccc(-c3nc(C#N)c(NCc4ccc(F)cc4)o3)o2)cc1 | -2.5% | -1.3% | ? | -3.8% | -8.6% | 4.3% | 4.0% |
| COc1cccc(-c2nn(C)c3sc(C(=O)NCc4cc(OC)ccc4OC)cc23)c1 | 6.9% | 9.0% | -26.9% | 0.4% | 8.8% | 0.5% | 17.9% |
| Cc1ccc(S(=O)(=O)Nc2cc3c(C(=O)OCc4ccccc4)c(C)oc3c3ccccc23)c(C)c1 | 1.2% | -0.6% | nt | 0.9% | 19.9% | 2.4% | nt |
